Compound activity as filed in PubChem BioAssay.
Dynein transport = dynein cargo transport inhibition. 3617.4 mouse cells, GR-EGFP nuclear translocation imaging; test concentration mostly 20 µM; stimulated with dexamethasone, 1 µM; stronger effect = lower value. 220,000 compounds, 0.47% hits. AID 1381. z-score, hits read low;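 active means plate z-score of nuclear minus cytoplasmic receptor signal below a set negative limit, without overly bright fluorescence or cell loss, cut at about -3.5 in these data, passing the limit was not always enough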;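 further: z-score of nuclear minus cytoplasmic ring GR-EGFP intensity difference per well; some compounds called inactive have numbers as strong as hits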
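Also added – dexamethasone, 1.0 µM final · Buffer or medium – tet-free, stripped-serum medium · Schedule – induction 48 h, compound 1 h, agonist 30 min · Detection – formaldehyde fixation, Hoechst nuclear stain, 10x automated fluorescence imaging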
Autophagy mod = autophagy modulation, high-content screen | MEF GFP-LC3 puncta imaging; test concentration mostly 10 µM | calls only at 10 µM (by protocol) | 190,000 compounds, 0.98% hits;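 active means percentage of spot-positive cells more than 3 SD above its plate mean, without a fluorescence outlier flag or 80% toxicity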;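 further: spot-positive cell cutoff set from DMSO-treated cells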
M17LAP inhibition = P. falciparum M17LAP inhibitors, primary screen, biochemical, fluorogenic H-Leu-NHMec substrate, 1536-well (AID 1619); recombinant M17LAP, H-Leu-NHMec fluorogenic kinetic assay; higher % means a stronger effect; one-dose inhibition, % at 30 µM; IC50 in µM for titrated hits; 220,000 compounds, 0.38% hits;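 active means compound inhibiting the enzyme by more than half at any dose during confirmatory dose-response retesting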;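 further: plate controls were full reaction with DMSO carrier for no effect and no enzyme background for full effect; strong numbers were not always called active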
MT stabilizer = microtubule stabilizers in HeLa cells | % tubulin-high responders, % at 10 µM | 200,000 compounds, 0.83% hits | HeLa tubulin immunostaining HCS, 24 h; share of cells brighter than vehicle mean+2SD;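 active means plate Z-score above 3 for both tubulin-high and condensed-nucleus cell shares, with cell loss under 80%, at 10 µM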;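 further: anti alpha tubulin signal scored within the nucleus-defined area of each cell; some results filed as inactive read as strong as hits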
Insulin prom up = MIN6 insulin promoter up-regulation | z-score at 5 µM | AID 1625 | MIN6 insulin promoter-GFP reporter, high-content imaging; stronger effect = higher value | 190,000 compounds, 0.3% hits;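 active means z-score above 3 at 5 µM with at least 500 cells counted in the well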
Yfh1-depleted yeast = enhancers of respiration in Yfh1-depleted yeast, dose response, Friedreich's ataxia, plus single-dose screen (AID 1465) | S. cerevisiae Yfh1-off respiration, WST-1 reduction, 72 h; higher fold induction means a stronger effect | fold induction at 50 µM, or EC50 in µM where a hit was titrated | 220,000 compounds, 0.074% hits;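 active means fold induction of absorbance versus untreated yeast above a set limit, then at least 30% activation at any dose in follow-up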;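 further: activators that raise dye reduction in frataxin-depleted yeast; strong numbers were not always called active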
CSM14.1 death rescue = protection against thapsigargin-triggered cell killing – 384-well, CSM14.1, ATP luminescence, primary screen (AID 1222); CSM14.1 thapsigargin-induced death rescue, ATP luminescence; higher % means a stronger effect; one-dose cellular ATP content (survival), % at 20 µM; EC50 in µM for titrated hits; 190,000 tested, under 10 active;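 active means EC50 below 50 µM in the dose-response confirmation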;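 further: death triggered by thapsigargin at about 15 µM added after 2 h compound pretreatment; cell ATP read after overnight thapsigargin exposure of roughly 18 to 22 hours; normalized against plate controls of thapsigargin alone and 5% DMSO vehicle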
Hep lipid drop = hepatic lipid droplet formation modulation; AML12 mouse hepatocytes, oleate lipid droplets, BODIPY imaging; 240,000 compounds, 0.4% hits; inhibition, % at 6.5 µM; AID 1656;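 active means lipid droplet intensity inhibited by at least 50%, with more than 500 cells counted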
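Test system: AML12 hepatocytes (mouse); reagent: oleate loading, 100 µM; dosing: one dose, 6.5 µM compound; incubation: overnight exposure; signal: fluorescence imaging, 20x objective, two fields per well; read-out basis: % inhibition of corrected integrated BODIPY droplet signal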
P. falciparum M1AAP = P. falciparum M1AAP inhibitors, biochemical, fluorogenic H-Leu-NHMec substrate, 1536-well (AID 1445); 220,000 compounds, 0.42% hits; recombinant M1AAP, H-Leu-NHMec fluorogenic kinetic assay; higher % means a stronger effect; one-dose inhibition, % at 30 µM; IC50 in µM for titrated hits;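 active means primary inhibition above the hit cutoff, then over 50% inhibition at one or more dose response concentrations, cut at about 23% in these data, passing the limit was not always enough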;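 further: plate controls were DMSO full reaction for no effect and no enzyme background for full effect; strong numbers were not always called active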
Dynein transport cytoplasmic EGFP = recorded beside Dynein transport, whose call it bears; z-score; measured here: cytoplasmic GR-EGFP intensity; stronger effect = higher value
Dynein transport nuclear GR-EGFP = also measured in Dynein transport; calls as there; z-score; measured here: nuclear GR-EGFP intensity;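 lower value marks the stronger effect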
Dynein transport cell count = second read-out of Dynein transport, no call of its own (marks repeat the call); z-score; measured here: cell count per field
Insulin prom up cell count = recorded beside Insulin prom up, whose call it bears; cell count; measured here: cytotoxicity, nuclei count;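 total cells summed across four imaged fields per well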
Hep lipid drop cells 6.5 µM = also measured in Hep lipid drop; calls as there; cell count; measured here: cell count, cytotoxicity flag;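 cells counted across two imaged fields per well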
MT stabilizer Hoechst-high % = recorded beside MT stabilizer, whose call it bears; % Hoechst-high responders; measured here: nuclear condensation Hoechst responders;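 share of cells brighter than vehicle mean plus two SD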
MT stabilizer cytotoxicity % = recorded beside MT stabilizer, whose call it bears; toxicity, %; measured here: cytotoxicity by cell density;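 0% = mean cell density of plate MIN control wells and 100% = no cells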
Autophagy mod cell loss 18 h = second read-out of Autophagy mod, no call of its own (marks repeat the call); toxicity, %; measured here: cell loss, nuclei count;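 cell loss after 18 h compound exposure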
Active calls of the source: *; i = inactive; . = no result given; + = active, no number.

SMILES	Dynein transport	Dynein transport cytoplasmic EGFP	Dynein transport nuclear GR-EGFP	Dynein transport cell count	Autophagy mod	Autophagy mod cell loss 18 h	M17LAP inhibition	MT stabilizer	MT stabilizer Hoechst-high %	MT stabilizer cytotoxicity %	Insulin prom up	Insulin prom up cell count	Yfh1-depleted yeast	CSM14.1 death rescue	Hep lipid drop	Hep lipid drop cells 6.5 µM	P. falciparum M1AAP
CC1(C)N=C2C(=[N+]1[O-])CCC/C2=N\O	-0.55	-0.21	-0.0001	0.64	i	0	0%	5.0	2.7	5.9	0.19	805	i	0.6%	.	.	2%
COc1ccc2oc(=O)c(C(C)=O)cc2c1	0.4	-0.19	0.04	-0.39	i	1	3%	2.5	2.6	5.1	.	.	i	0.4%	8	835	-1%
COc1ccc(Br)cc1CN1CCN(C(=O)c2ccc(OC)c(OC)c2)CC1	0.19	-0.33	0.2	1.1	i	-1	-3%	2.4	1.1	5.5	-0.24	1493	i	1.7%	12	746	-4%
COCCN(Cc1cc2cc3c(cc2nc1Cl)OCO3)C(=O)Nc1ccccc1OC	-0.5	0.16	0.13	0.32	i	6	-2%	2.6	2.8	8.8	-0.03	1132	i	-1.6%	.	.	5%
Cc1cc(C)c(OCCN(C)Cc2ccccc2)c(Br)c1	2.2	-0.15	1.3	-1.4	i	25	-8%	2.5	0.9	0.3	-0.92	1402	i	-2.0%	7	717	-6%
O=C(c1cc2cc([N+](=O)[O-])ccc2s1)N1CCOCC1	0.16	-0.29	0.041	-0.64	i	-8	7%	2.7	2.9	12	-0.02	1348	i	.	6	630	5%
O=[N+]([O-])c1ccccc1NCCNS(=O)(=O)c1ccc(Cl)cc1	0.12	-0.22	0.19	-0.95	i	2	3%	3.2	3.3	5.6	1.5	1332	i	-0.8%	-29	517	4%
Nc1ccc(NC(=O)NC2CCCCC2)cc1	-0.69	-0.066	-0.45	-0.86	i	1	11%	1.5	2.8	6.4	-0.62	1413	i	0.0%	-23	670	7%
Cc1cc(C)n2cc(CSc3ccccn3)nc2n1	1.2	-0.19	0.55	0.16	+	19*	-68%	2.6	1.3	2.5	0.12	1218	i	-0.5%	8	669	-3%
N/C(=N\c1nc2ccccc2o1)NC(=O)c1ccc(Cl)cc1	2.9	-0.22	1.4	-1.7	i	-8	1%	5.0	3.8	7.4	0.49	1344	i	1.3%	13	651	3%
CN1CCN(C(=O)c2ccccc2NC(=O)C(C)(C)C)CC1	-1.1	-0.26	-0.56	0.69	i	0	-2%	3.6	2.0	4.9	.	.	i	-1.3%	-2	693	-3%
CN1CCN(c2ccccc2NC(=O)c2cccc([N+](=O)[O-])c2)CC1	0.0048	-0.028	0.25	0.56	i	10	-3%	2.0	2.3	8.9	-0.42	1346	i	-1.4%	.	.	2%
CC(C)CCOc1ccc(C(=O)CCNC(C)C(=O)O)cc1 (centres undefined)	-1.5	-0.2	-0.46	0.81	i	8	5%	6.9	2.7	13	-0.43	908	i	.	-3	718	3%
O=C1CCN(C(=O)c2ccccc2)C2CCCCC12 (centres undefined)	0.43	-0.16	1.1	-0.1	i	4	-1%	3.2	2.3	7.3	0.03	1281	i	-1.1%	-3	762	4%
CC(O)CNc1nc2c(c(=O)n(C)c(=O)n2C)n1CCc1ccccc1 (centres undefined)	0.074	-0.23	-0.021	-0.61	i	7	-8%	2.3	0.9	3.7	0.16	1832	i	-1.7%	20	613	5%
Nc1n[nH]c2ccccc12	2	-0.17	1.6	-1.7	i	3	6%	1.1	1.8	1.8	-0.64	1659	i	1.6%	-12	651	6%
O=C(COC(=O)c1ccc(NS(=O)(=O)c2ccc3c(c2)OCCO3)cc1)NC1CCS(=O)(=O)C1 (centres undefined)	-0.83	-0.25	-0.43	0.95	i	10	0%	1.2	1.4	9.8	0.83	1660	i	-0.8%	-2	705	5%
CC(c1ccccc1)N(CCC(c1ccccc1)C1CCOC(C)(C)C1)C(=O)c1ccco1 (centres undefined)	-0.21	-0.11	-0.24	-0.66	i	43	-2%	4.1	2.2	6.8	-0.25	1372	i	8.8%	30	545	5%
COC(=O)C1=C(C(=O)OC)[C@@H]2N(C)c3ccccc3[C@@]23C[C@@H](CO)N(C(=O)NCCBr)C3=N1	-0.83	-0.54	-0.31	0.36	.	.	0%	.	.	.	-0.71	1048	i	.	-20	749	0%
CCCCCc1cc(=O)oc2c(C(CCN3CCN(c4ccccc4)CC3)c3ccc4c(c3)OCO4)c(OC)cc(OC)c12 (centres undefined)	0.56	-0.79	0.2	-0.15	.	.	-14%	.	.	.	.	.	i	.	1	647	5%
C/C(=N\NC(=S)Nc1cc(S(=O)(=O)N2CCOCC2)ccc1Cl)c1ccc(N2CCOCC2)cc1	1.5	-0.21	0.57	-1.4	.	.	3%	.	.	.	-1.3	1207	i	.	-5	720	9%
Cc1ccc(Cn2c(=O)n(-c3ccccc3)c(=O)c3ccc(C(=O)NCc4ccco4)cc32)cc1	0.15	-0.24	1.1	-0.027	i	3	-20%	4.1	3.0	5.6	0.87	1310	.	-0.1%	-12	768	-1%
CCCNC(=O)c1cccc(C(F)(F)F)c1	-1.9	1.4	-0.46	0.089	i	-15	2%	3.2	1.2	6.9	2.9	1322	i	-2.3%	.	.	0%
Cc1cc(Cl)ccc1OCCCC(=O)NCc1ccncc1	0.26	-0.23	-0.14	-0.55	i	7	-4%	2.3	3.0	1.2	-0.21	1119	i	0.0%	-3	722	7%
COc1ccc(C2CC(c3ccccc3OC(=O)/C=C/c3ccccc3)=NN2C(C)=O)cc1 (centres undefined)	-0.9	-0.25	-0.14	0.37	.	.	3%	.	.	.	0.17	1056	i	.	2	804	3%
CC(NC(=O)Cn1c(=O)oc2cc(S(=O)(=O)N3CCCC3)ccc21)c1ccccc1 (centres undefined)	0.4	-0.23	0.26	-0.08	i	0	-15%	4.6	3.3	3.8	0.27	1019	i	-0.8%	.	.	11%
OCCN1CCOCCN(CCO)CCOCC1	2.4	-0.13	1.4	-1.7	i	2	-1%	4.8	1.5	1.3	-0.46	1525	i	2.8%	.	.	-3%
Cc1ccc(S(=O)(=O)N/N=C/c2ccc(OCC(=O)NC(C)C)cc2)cc1	0.21	-0.33	0.3	-0.59	i	-6	.	1.5	1.4	12	.	.	i	.	.	.	.
COc1ccc(C(C)=O)cc1COc1cc(C)c(Cl)c(C)c1	-0.11	-0.28	-0.29	0.64	.	.	-6%	.	.	.	-0.24	1473	i	.	-15	726	11%
CCCOc1ccc(NC(=O)C2CC(=O)N3CCCN=C3S2)cc1 (centres undefined)	1.6	-0.21	0.9	-0.9	i	-3	6%	4.7	1.9	8.0	.	.	i	-2.9%	6	758	3%
CC(OC(=O)CCc1nc2ccccc2c(=O)[nH]1)C(=O)Nc1ccc2c(c1)OCO2 (centres undefined)	-0.15	-0.28	-0.059	0.78	.	.	15%	.	.	.	-0.32	1412	i	.	14	673	6%
CC1CN(/C=C/C(=O)C(F)(F)F)CC(C)O1 (centres undefined)	1.6	-0.27	0.96	-1.6	i	-3	3%	2.2	3.5	8.8	2.4	962	i	.	0	685	3%
CC(C)Sc1nc2c(c(=O)[nH]c(=O)n2C)n1C	-0.79	-0.28	-0.27	0.77	i	-4	10%	6.3	4.6	3.1	0.46	1157	i	4.8%	.	.	3%
COc1ccc(C(c2nnnn2C(C)(C)C)N2CCN(c3nc4ccccc4s3)CC2)cc1 (centres undefined)	-0.59	-0.11	0.44	0.17	i	10	-4%	4.1	2.6	12	-0.34	757	i	1.6%	.	.	2%
O=S(=O)(Cc1ccc(Cl)cc1)N1CCCC1	-0.36	-0.025	-0.16	-0.37	i	-11	-4%	2.6	1.8	9.2	-0.22	1226	i	4.6%	-10	779	0%
O=C(O)c1cc(C(F)(F)F)nc2ccccc12	1.1	-0.29	0.82	0.23	i	14	-5%	2.0	2.8	4.3	0.94	1171	i	-3.1%	-11	716	-10%
Cc1ccc(S(=O)(=O)NCc2ccc(C(=O)N3CCc4ccccc4C3)cc2)cc1	0.8	-0.12	0.36	-0.49	i	12	-3%	4.3	2.5	1.5	-0.16	975	i	-1.6%	1	621	1%
COc1ccc(N(CC(=O)NCc2ccco2)S(C)(=O)=O)cc1	-0.022	0.033	0.38	0.43	i	-17	3%	3.7	3.2	4.0	-0.24	1409	i	1.8%	.	.	-5%
CCOC(=O)/C(=C/c1c[nH]c2ccccc12)NC(C)=O	-0.47	-0.2	-0.51	0.97	i	-1	50%	2.0	1.7	8.1	.	.	i	-0.5%	.	.	14%
CC(C)N1C(=S)SC2CS(=O)(=O)C=C21 (centres undefined)	1.4	-0.021	0.93	-1.8	i	-4	4%	1.7	1.6	5.6	0.51	1169	i	1.9%	14	768	0%

2 compounds from above with just MT stabilizer cytotoxicity %, Insulin prom up and CSM14.1 death rescue:
SMILES,MT stabilizer cytotoxicity %,Insulin prom up,CSM14.1 death rescue
O=[N+]([O-])c1ccccc1NCCNS(=O)(=O)c1ccc(Cl)cc1,5.6,1.5,-0.8%
COc1ccc(N(CC(=O)NCc2ccco2)S(C)(=O)=O)cc1,4.0,-0.24,1.8%
